Bioassay records (PubChem BioAssay)
HMGR II inh: inhibitors of class II HMG-CoA reductase from Enterococcus faecalis | purified E. faecalis HMGR, NADPH absorbance 340 nm kinetic | inhibition, % at 10 µM | 190,000 compounds, 0.41% hits;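 active means inhibition above a set limit, the median over all tested compounds plus 3 SD, cut at about 9.5% in these data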;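 further: enzyme runs in reverse so mevalonate oxidation gives rising NADPH absorbance; 0% = complete reaction with DMSO and 100% = background rate lacking mevalonate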
APP transl inh: APP translation inhibition. SH-SY5Y APP 5'UTR-luciferase reporter, luminescence. inhibition, % at 2 µM. 190,000 compounds, 0.82% hits. AID 1285;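 active means inhibition above a set limit, derived from the sample mean plus 3 SD, cut at about 45% in these data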; further: values of inactives mirror those of a sister screen read the other way
APP 5'UTR act: APP 5'UTR luciferase reporter activation; SH-SY5Y APP 5'UTR luciferase reporter, luminescence; zero percent = DMSO vehicle wells; activation, % at 2 µM; 190,000 compounds, 1% hits; AID 1276;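 active means activation above a set limit, based on mean plus 3 SD of controls, cut at about 140% in these data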; further: values of inactives mirror those of a sister screen read the other way
Hsp70 activator: Hsp70 transcriptional activation, primary screen; HeLa Hsp70 promoter luciferase reporter, luminescence; scaled: vehicle 0, proteasome-inhibitor control 100%; activation, % at 10 µM; 200,000 compounds, 0.04% hits; AID 1203;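 active means activation above the mean across all tested compounds plus 3 SD, cutoff set per campaign, cut at about 5.5% in these data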;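 further: 100% = MG132 at 30 µM as the positive control and 0% = DMSO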
FLuc inh counter: counter-screen for luciferase assay inhibitors: firefly luciferase inhibition; P08659; ATPLite firefly luciferase biochemical luminescence, 10 min; inhibition, % at 10 µM; 200,000 compounds, 1.5% hits; AID 1006;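 active means inhibition above about 50% when tested at 10 µM, limit read from the data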
Target sequence (P08659 whole entry, looked up): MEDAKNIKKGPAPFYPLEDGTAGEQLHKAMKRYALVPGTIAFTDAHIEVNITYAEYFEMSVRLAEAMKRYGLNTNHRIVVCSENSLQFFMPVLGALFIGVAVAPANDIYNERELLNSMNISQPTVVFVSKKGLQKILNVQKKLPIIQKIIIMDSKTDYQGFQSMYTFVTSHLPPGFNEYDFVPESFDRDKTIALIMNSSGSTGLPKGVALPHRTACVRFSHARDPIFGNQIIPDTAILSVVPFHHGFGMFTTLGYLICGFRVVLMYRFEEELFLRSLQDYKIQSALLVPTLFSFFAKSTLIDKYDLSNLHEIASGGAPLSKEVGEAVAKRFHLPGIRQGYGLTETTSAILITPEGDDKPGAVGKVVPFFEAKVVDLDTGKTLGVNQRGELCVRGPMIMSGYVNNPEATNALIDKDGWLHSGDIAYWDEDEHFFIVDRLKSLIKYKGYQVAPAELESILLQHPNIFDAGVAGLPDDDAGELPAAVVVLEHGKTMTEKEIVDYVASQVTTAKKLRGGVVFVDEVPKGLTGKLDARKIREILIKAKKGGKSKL
STAT1 activator: STAT1 signaling activation. NIH 3T3 STAT1-luciferase reporter, IFN-gamma, luminescence; 100% = IFN-gamma alone, no compound. 200,000 compounds, 2.6% hits. activation (% of control), % at 5.5 µM. AID 932;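 active means activation above the screen-wide mean activation plus 3 SD, cut at about 130% in these data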;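 further: raw ratio to IFN-gamma control signal so 100% means no change and 0% no light; values of inactives mirror those of a sister screen read the other way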
NF-kB neuron act: NF-kB expression increase, human neuronal cells | NF-kB reporter expression; stronger effect = higher value | 190,000 compounds, 1.6% hits | fold change at 12.5 µM; in the data active means fold change above about 3.3
FLuc act counter: affects firefly luciferase, flagging false hits in luciferase stimulation screens | ATPlite luciferase biochemical, luminescence, 10 min; 0 = ATP-free wells, 1 = DMSO control | activation factor at 10 µM | 200,000 tested, under 10 active;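 active means luciferase activation factor, scaled between plate controls, of at least 2 with compound at 10 µM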
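Assay system: Luciferase/luciferin reagent mix; Medium: PBS as buffer for the ATP substrate; Dosing: test compounds dosed from 2 mM stocks in 100% DMSO; Times: 10 min, room temperature; Signal: luminescence from luciferase reaction; Read-out: luciferase activation; Controls: No-ATP low control, compound-free enzyme-plus-ATP high control.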
Redox H2O2 prof: compounds producing H2O2 with reducing agent – biochemical, NIH compound library profiling, artefact control for MLSCN library redox annotation, primary screen | DTT-dependent redox cycling H2O2, phenol red/HRP absorbance; 100% = 100 µM peroxide control, 0% = buffer | activation, % at 10 µM | 200,000 compounds, 0.03% hits | AID 878;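 active means activation of at least 50% relative to the plate's high and low controls in the primary single-dose screen; inactive means activation below 50%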;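 further: compound incubated with DTT at 0.8 mM final as the reducing agent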
G6PDH counter: L. mesenteroides G6PDH inhibition counter-screen. Purified L. mesenteroides G6PDH, diaphorase/resazurin coupled fluorescence, 45 min. inhibition, % at 5 µM. 200,000 compounds, 0.12% hits. AID 1020; in the data active means inhibition above about 50%
* hit, by the source's call; · = no result given.

SMILES | HMGR II inh | APP transl inh | APP 5'UTR act | Hsp70 activator | FLuc inh counter | STAT1 activator | NF-kB neuron act | FLuc act counter | Redox H2O2 prof | G6PDH counter
CCCc1[nH]nc2c1C(c1cccc(OC(=O)c3ccco3)c1)C(C#N)=C(N)O2 (configuration not stated) | 1 | -3 | 3 | -0.2 | 1 | 103 | 1.5 | 1 | -0.6 | -7
COc1ccc(C(N)=O)cc1N | -1 | -14 | 15 | 0.0 | -7 | 104 | 1.1 | 1.1 | 2.9 | -1
Cc1cc(C)c2nc(SCC#N)cc(C)c2c1 | -4 | 17 | -17 | -0.1 | -4 | 104 | 1.2 | 1 | -2.0 | -1
COc1ccc(C)cc1NC(=O)C(OC(=O)c1cc(C)oc1C)c1ccccc1 (configuration not stated) | 0 | -4 | 4 | -0.3 | -7 | 102 | 0.86 | 1.1 | 1.3 | -1
CC(=O)c1ccccc1OCCOc1ncnc2sccc12 | 1 | -2 | 2 | -0.3 | 1 | 114 | 1.1 | 1 | 0.0 | 1
O=c1c2cnn(-c3ccccc3Cl)c2ncn1Cc1cccnc1 | 0 | -12 | 12 | -0.4 | -7 | 98 | 0.93 | 1.1 | 2.3 | 0
Cc1ccccc1OCCNc1cc(N2CCNCC2)ccc1[N+](=O)[O-] | -6 | -8 | 8 | -0.4 | -2 | 92 | 1 | 1 | 0.0 | 9
Cc1ccc(S(=O)(=O)/N=C(\c2ccccc2)N(C)S(=O)(=O)c2ccc(C)cc2)cc1 | -7 | 6 | -6 | 0.1 | -10 | 95 | 0.85 | 1.1 | 0.4 | -7
CCOC(=O)c1c(NC(=S)Nc2ccccc2)sc2c1CC(C)(C)SC2 | 0 | -2 | 2 | -0.3 | -7 | 99 | 1.1 | 1.1 | 0.4 | -4
CC(=O)c1c(C)[nH]c(C(=O)COc2cc(C)ccc2C(C)C)c1C | 4 | 4 | -5 | 0.1 | -1 | 75 | 1.3 | 1 | 1.6 | 5
Cc1c(Cl)cccc1NC(=S)NC(=O)CCN1C(=O)c2ccccc2C1=O | -2 | 6 | -6 | -0.1 | -5 | 94 | 1.2 | 1 | 0.1 | -8
Cc1cc(C)n(-c2ccc(C(=O)N3CCC(CO)(Cc4ccccc4)CC3)cc2)n1 | 0 | -7 | 7 | -0.4 | -6 | 88 | 1.3 | 1.1 | -1.4 | 6
O=C1Nc2c(Br)cc(Br)c3cccc1c23 | -1 | 8 | -8 | -0.1 | -1 | 99 | 0.95 | 1 | -0.3 | 7
Cc1ccc(C(=O)NC2CCc3ccccc3C2=O)cc1 (configuration not stated) | -9 | -156 | 156* | 0.0 | 62* | 141* | 3.9* | 0.4 | -0.5 | -1
CC[n+]1c(/C=C(\C)SC)sc2ccccc21 | 0 | -4 | 4 | -0.5 | -5 | 105 | 0.7 | 1.1 | 3.7 | 10
Cn1c(Cn2c(=O)sc3ccccc32)nnc1SCC(=O)Nc1ccc(F)cc1 | -9 | 22 | -22 | -0.2 | 1 | 99 | 1.1 | 1 | -0.3 | 13
O=C(COc1ccc2ccccc2c1)Nc1ccncc1 | 0 | 2 | -2 | -0.2 | 21 | 95 | 1.1 | 0.8 | 0.0 | 11
CCN(CC)CCCC(C)NC(=O)c1ccc(C(F)(F)F)cc1 (configuration not stated) | -5 | -10 | 10 | -0.1 | 3 | 95 | 1 | 1 | 0.1 | 4
O=C(c1ccc(Cn2cc(Cl)cn2)o1)N1CCN(Cc2ccc3c(c2)OCO3)CC1 | -4 | 18 | -18 | -0.8 | -5 | 97 | 0.85 | 1 | -0.7 | 5
Cc1cccc(NC(=O)CC2S/C(=N/c3nccs3)N(C)C2=O)c1 (configuration not stated) | 1 | 6 | -5 | -0.5 | -3 | 93 | 1.4 | 1 | 0.1 | 2
CC(C(=O)Nc1ccc(Cl)cc1)c1ncc(C(F)(F)F)cc1Cl (configuration not stated) | 2 | -2 | 2 | -0.1 | -1 | 96 | 1.1 | 1 | -3.6 | 20
Cc1ccc(C)c(Cn2c(=O)n(CCC(=O)NCc3ccco3)c(=O)c3sccc32)c1 | -3 | -4 | 4 | -0.6 | -5 | 96 | 1 | 1 | -0.4 | -14
CCC(CC)C(=O)c1c[nH]c(C(=O)NCc2ccco2)c1 | -11 | 1 | -1 | -0.3 | -6 | 104 | 1.2 | 1.1 | -3.9 | 16
CN1CCc2c(sc3c2C(=O)NC(/C=C/c2ccco2)N3)C1 (configuration not stated) | · | 9 | -9 | -0.1 | · | 97 | · | · | 3.2 | ·
Cc1ccc(C)c(NC(=O)CSc2nnc(-c3ccco3)o2)c1 | 1 | -20 | 20 | -0.2 | -6 | 101 | 1.3 | 1.1 | -2.0 | 28
Cc1cccc(Nc2ccc([N+](=O)[O-])cc2C(=O)O)c1 | 0 | -19 | 19 | 0.1 | -4 | 106 | 1.5 | 1 | 0.7 | 3
COc1cccc(C(=O)N2CCN(Cc3cc(Br)ccc3OC)CC2)c1 | 1 | -7 | 7 | -0.2 | -4 | 102 | 0.93 | 1 | 0.0 | 1
COC(=O)c1ccsc1NC(=O)CN1CCN(Cc2ccc3c(c2)OCO3)CC1 | 3 | 4 | -4 | 0.0 | -1 | 98 | 1.2 | 1 | -4.5 | 5
CN(C)c1nc(N)nc(CSc2nnnn2C)n1 | -1 | -17 | 17 | -0.4 | -7 | 102 | 1.3 | 1.1 | 2.3 | 4
COCCNC(=O)CN(C(=O)Cn1nnc2ccccc21)c1ccc(C)cc1 | 1 | -21 | 21 | -0.4 | -7 | 93 | 1.1 | 1.1 | -0.5 | 12
COc1ccc(C(=O)OCC(=O)Nc2ccc(F)c(F)c2F)cc1OC | 3 | -13 | 13 | -0.5 | -3 | 104 | 1 | 1 | 3.0 | 0
O/N=C(\Cc1cscn1)c1ccc(O)cc1O | -5 | -2 | 2 | 0.3 | -3 | 102 | 1.5 | 1 | -0.4 | 8
O=c1[nH]c(CSc2nnc(-c3ccccc3)n2-c2ccccc2)nc2ccccc12 | -2 | 6 | -6 | -0.5 | 0 | 88 | 1.1 | 1 | 0.7 | 0
O=C(NNC(=S)NCc1ccco1)c1ccc(S(=O)(=O)N2CCOCC2)cc1 | -3 | 7 | -7 | -0.1 | -9 | 110 | 1.1 | 1.1 | -0.2 | 16
Cc1noc(C)c1COC(=O)Cc1ccc(Br)cc1 | -7 | -22 | 21 | 0.3 | 5 | 99 | 1.2 | 0.9 | -0.1 | 12
Cc1ccc2nc(NC(=O)/C=C/c3ccc4c(c3)OCO4)sc2c1 | 0 | -21 | 21 | -0.3 | 0 | 104 | 1.1 | 1 | -0.1 | 3
Cc1ccc(C)c(N2CCN(C(=O)CCn3c(=S)[nH]c4cc5c(cc4c3=O)OCO5)CC2)c1 | -8 | 9 | -9 | 0.1 | 3 | 110 | 1.2 | 1 | 1.1 | 7
Cc1ccc(OCc2ccc(C#N)cc2)c(C(=O)c2cc(C#N)c(=O)n(C3CC3)c2)c1 | 2 | -12 | 12 | -0.1 | -5 | 108 | 0.93 | 1 | 0.7 | -18
Cc1ccc(C)c(-n2c(C)cc(/C=N/NC(=O)c3c(C)nc4cc(C)ccn34)c2C)c1 | -5 | -5 | 5 | -0.4 | -5 | 103 | 0.99 | 1 | 1.2 | 8
COCCNC(=O)CN(c1cc(C(F)(F)F)ccc1Cl)S(C)(=O)=O | -5 | 1 | -1 | -0.3 | 0 | 92 | 1.1 | 1 | 0.1 | -3
COc1ccc(-c2nc(C#N)c(N3CCCCCC3)o2)cc1OC | 0 | -8 | 8 | -0.6 | -4 | 92 | 1.2 | 1 | 1.2 | -1
CCOC(=O)c1c(NC(=O)CSc2nnnn2C)sc(CC)c1C | -5 | -12 | 12 | -0.1 | -5 | 99 | 1.3 | 1 | -0.5 | -3
COC(=O)c1c(-c2ccc(F)cc2)noc1N | -1 | -21 | 21 | 0.4 | -6 | 102 | 1 | 1.1 | 0.6 | -18
Cc1ccc2c(c1)c1c(n2CC(O)CNC(CO)(CO)CO)CCCC1 (configuration not stated) | -5 | · | · | -0.3 | -4 | 100 | 0.93 | 1 | -1.9 | 8
O=C(NCc1ccccc1)c1cncc(Br)c1 | -3 | 14 | -14 | -0.3 | -5 | 97 | 1.1 | 1 | -0.1 | 2
COc1ccc(C(=O)OCn2nnc3ccccc3c2=O)cc1OC | -1 | -9 | 9 | -0.3 | -6 | 92 | 0.99 | 1.1 | -0.3 | 5
NC1=NC(c2ccc(Cl)cc2)n2c(nc3ccccc32)N1 (configuration not stated) | 0 | -8 | 8 | -0.2 | -7 | 100 | 1 | 1.1 | 0.4 | -10
COc1ccccc1CNC(=O)CCn1c(=O)oc2ccccc21 | 3 | 4 | -4 | 0.0 | 1 | 108 | 1 | 1 | -1.8 | 22
COc1ccc(/C=C/c2cc(C(F)(F)F)[nH]c(=O)n2)cc1OC | 0 | -5 | 5 | 0.0 | -2 | 79 | 1.1 | 1 | -0.2 | 6
CCCS(=O)(=O)c1cn2cccc(N)c2c1S(=O)(=O)CCC | -1 | -21 | 21 | 0.0 | -6 | 105 | 0.94 | 1.1 | -0.3 | -1
Cc1cc(=O)oc(C)c1C(=O)NC1CC(C)(C)NC(C)(C)C1 | 3 | -3 | 3 | 0.2 | -6 | 95 | 0.54 | 1.1 | 0.5 | 0
Nc1ncnc(Oc2cccc3cccnc23)c1[N+](=O)[O-] | 0 | 0 | 0 | 0.5 | -5 | 95 | · | 1 | -1.4 | 6
O=c1cc(-c2ccccc2)nc(N2CCCCC2)[nH]1 | -5 | -12 | 12 | -0.4 | -7 | 111 | 1.1 | 1.1 | 1.3 | 4
COc1ccc(/C=C(\C#N)C(=O)c2c(C)[nH]c3ccccc23)cc1OC | -1 | -9 | 9 | -0.3 | -7 | 94 | 1.1 | 1.1 | -0.6 | -2
Cc1cc(N/N=C/c2ccccc2O)nc(-c2ccccc2O)n1 | 2 | 36 | -36 | 0.0 | 61* | 95 | 0.97 | 0.4 | -0.5 | 20
COc1ccc(C(=O)OCC(=O)NC2CC2)cc1[N+](=O)[O-] | -6 | -15 | 15 | -0.4 | -2 | 102 | 0.93 | 1 | 0.3 | 14
O=C(NCC(c1cccnc1)N1CCN(c2ccccc2)CC1)C1CCCCC1 (configuration not stated) | -4 | 11 | -11 | -0.4 | -8 | 95 | 1.1 | 1.1 | 0.3 | 20
Brc1ccccc1-n1nnc(-c2nccs2)n1 | 2 | -127 | 127 | 0.1 | 51* | 133* | 3.9* | 0.5 | -0.3 | 5
CCCNS(=O)(=O)c1cccc(C(=O)NC2CCCc3ccccc32)c1 (configuration not stated) | -2 | -1 | 1 | -0.1 | -4 | 98 | 1 | 1 | 0.3 | 5

Two compounds from above, showing only FLuc inh counter:
| molecule | FLuc inh counter |
| --- | --- |
| COc1ccc(C(=O)OCn2nnc3ccccc3c2=O)cc1OC | -6 |
| NC1=NC(c2ccc(Cl)cc2)n2c(nc3ccccc32)N1 (configuration not stated) | -7 |

Rows were taken by chance; overall some 5.3% were active at least once.
